# VIM-2 inhibitor = VIM-2 metallo-beta-lactamase inhibitors, primary screen, biochemical, epi-absorbance readout, Pseudomonas aeruginosa enzyme | purified VIM-2, nitrocefin hydrolysis, epi-absorbance fluorescence | inhibition, % at 5.6 µM | 290,000 tested, 0.89% active;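 active = inhibition above the mean of all tested compounds plus 3 SD, cutoff set per screening run, cut at about 7.5% in these data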;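 note: red hydrolysis product quenches plate fluorescence so inhibitors raise well fluorescence; 0% = enzyme with DMSO and 100% = DMSO without enzyme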
# PHOSPHO1 block = PubChem AID 1565; recombinant PHOSPHO1, absorbance phosphatase assay; inhibition, % at 13.3 µM; 290,000 tested, 1.1% active; in the data active = inhibition above about 60%
# MEKK3 PB1 HTS = modulators of MEKK3-MEK5 PB1 binding, primary screen, biochemical, wildtype MEKK3, multiplex bead flow cytometry, Alexa488-MEK5. Mitogen-activated protein kinase kinase kinase 3 (Homo sapiens), Q99759. bead-based flow cytometry, Alexa488-MEK5 binding to MEKK3; actives lie on both sides; 0 = blocked by unlabeled MEK5, 100 = vehicle. binding response (% of control), % at 10 µM. 290,000 tested, 1.4% active;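 active = binding response more than 3 SD above or below the average of its plate-row segment, actives on both sides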;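 note: Alexa488 bead fluorescence after subtracting the streptavidin-only scavenger bead signal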
# UBC9 SUMO inh = inhibitors of in vitro SUMOylation cascade, primary screen, biochemical, HTRF, uHTS; 290,000 tested, 0.36% active; AID 2006, 2009; HTRF SUMOylation assay, SAE1/SAE2 + UBC9; SUMO-conjugating enzyme UBC9 (Homo sapiens), P63279; inhibition, % at 35 µM; in the data active = inhibition above about 50%, passing the limit was not always enough; note: strong numbers were not always called active
# IMP-1 inhibitor = IMP-1 metallo-beta-lactamase inhibitors, primary screen, biochemical, epi-absorbance readout, Pseudomonas aeruginosa enzyme. inhibition, % at 5.6 µM. AID 1556, 2009. purified IMP-1, nitrocefin hydrolysis, epi-absorbance fluorescence. 290,000 tested, 0.45% active. metallo-beta-lactamase IMP-1 (Pseudomonas aeruginosa);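 active = inhibition above the mean plus 3 SD of all compounds in the same screening run, cut at about 4.5% in these data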;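 note: 0% = IMP-1 with DMSO and 100% = DMSO wells lacking enzyme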
#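 assay system = purified recombinant IMP-1 metallo-beta-lactamase enzyme | schedule = 15 min preincubation plus 25 min reaction at 25 °C | signal = Epi-absorbance fluorescence, 480 nm excitation, 530 nm emission | read-out basis = percent inhibition from optical density relative to buffer-blank wells | controls = IMP-1 with DMSO as 0%, enzyme-free DMSO as 100%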
# pCIP destab = p/CIP-EGFP fusion destabilizers, primary screen, fluorescence, F442A cells. Q05BA5. 16 h. decrease of EGFP signal, % at 10 µM. 290,000 tested, 0.01% active. AID 1984, 2009;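 active = EGFP signal decrease of at least 30% at 10 µM or well 3 SD below plate mean, unless failing retest; inactive = the rest, including hits failing retest or dose response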; note: some compounds called inactive have numbers as strong as hits; many of its hits are not listed in these tables
# IDE cell activ = human IDE activators in live cells, primary screen, fluorescence polarization, HEK cells, FAbeta-B substrate; Insulin-degrading enzyme (Homo sapiens), P14735; FAbeta-B cleavage; 0% vehicle, 100% cell-free pure enzyme wells; activation, % at 5.96 µM; 340,000 tested, 0.073% active;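 active = activation above the mean of all tested compounds plus 3 SD, set per screening campaign, cut at about 17% in these data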
# Target sequence (P14735 whole entry, looked up): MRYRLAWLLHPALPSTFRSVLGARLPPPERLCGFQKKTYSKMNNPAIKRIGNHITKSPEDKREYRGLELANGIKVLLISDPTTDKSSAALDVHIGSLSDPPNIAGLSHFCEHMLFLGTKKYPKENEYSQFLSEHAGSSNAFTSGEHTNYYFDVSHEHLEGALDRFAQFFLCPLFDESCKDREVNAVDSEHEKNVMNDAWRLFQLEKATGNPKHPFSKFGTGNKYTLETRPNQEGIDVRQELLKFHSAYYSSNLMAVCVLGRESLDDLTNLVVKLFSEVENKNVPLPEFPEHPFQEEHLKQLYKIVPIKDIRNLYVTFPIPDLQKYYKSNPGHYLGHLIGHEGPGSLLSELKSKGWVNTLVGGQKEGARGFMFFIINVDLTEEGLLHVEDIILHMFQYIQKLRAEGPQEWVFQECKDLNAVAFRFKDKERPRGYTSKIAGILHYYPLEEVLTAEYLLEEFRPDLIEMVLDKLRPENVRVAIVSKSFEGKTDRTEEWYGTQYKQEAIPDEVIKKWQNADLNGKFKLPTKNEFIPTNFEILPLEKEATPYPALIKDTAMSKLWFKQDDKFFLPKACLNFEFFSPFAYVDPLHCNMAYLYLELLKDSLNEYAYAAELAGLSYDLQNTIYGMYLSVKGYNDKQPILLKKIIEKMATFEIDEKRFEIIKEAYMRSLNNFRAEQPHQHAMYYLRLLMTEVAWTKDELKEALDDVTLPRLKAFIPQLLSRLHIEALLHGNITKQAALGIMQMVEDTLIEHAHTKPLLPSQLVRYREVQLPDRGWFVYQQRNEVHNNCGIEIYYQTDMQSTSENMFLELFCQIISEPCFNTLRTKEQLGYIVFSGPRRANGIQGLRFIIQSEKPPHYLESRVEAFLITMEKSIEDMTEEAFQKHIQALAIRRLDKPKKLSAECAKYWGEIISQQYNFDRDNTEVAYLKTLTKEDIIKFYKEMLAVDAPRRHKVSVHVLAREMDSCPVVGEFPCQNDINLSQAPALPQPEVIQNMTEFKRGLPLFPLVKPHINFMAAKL
# FID counter = compounds displacing fluorescent DNA intercalator, primary screen, artefact control for HCV NS3 helicase inhibitor project, biochemical, FID fluorescence. AID 1845, 2009. DNA fluorescent intercalator displacement. inhibition, % at 7.9 µM. 290,000 tested, 0.17% active; in the data active = inhibition above about 37%;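 note: 0% = vehicle and 100% = reference compound; higher means more ethidium bromide displaced from hairpin DNA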
# NS3 helicase inh = inhibitors of HCV NS3 helicase, primary screen, biochemical, Cy5 molecular beacon fluorescence | NS3 helicase DNA unwinding | inhibition, % at 10.9 µM | 290,000 tested, 0.56% active;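 active = inhibition above the mean of all tested compounds plus 3 SD, set per campaign, cut at about 35% in these data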;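 note: 0% = DMSO wells and 100% = thioflavine S control wells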
#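 Material: hepatitis C virus NS3 helicase domain fragment enzyme; measured by: Cy5 fluorescence, 0 and 60 min reads; control set: DMSO and thioflavine S; incubation: 60 min unwinding reaction at 25 °C after ATP addition; read-out basis: % inhibition from 60/0 min fluorescence ratio, DMSO 0%, thioflavine S 100%; repeats: singlicate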
# * = called active by the depositor; x = no result given; [ ] = another dose, or the depositor's remark.
molecule	MEKK3 PB1 HTS	IDE cell activ	VIM-2 inhibitor	NS3 helicase inh	UBC9 SUMO inh	FID counter	PHOSPHO1 block	pCIP destab	IMP-1 inhibitor
CCCc1[nH]nc2c1C(c1ccccc1OCC)C(C#N)=C(N)O2 (configuration not stated)	100	0	2.7	-3	5	6	-16	-4	-2.2
Cc1cc(C)nc(NS(=O)(=O)c2ccc(N/C=C3\CCCC3=O)cc2)n1	87	1	-1.7	0	12	-6	-16	-8	-3.2
CCOC(=O)c1nn(-c2ccc(Cl)cc2)c2nc(CC)c(C#N)c(=O)n12	113	3	-0.6	-4	12	-13	17	-16	-6.9
CC(C)(C)c1nc(C(C)(C)C)c(Br)c(=O)[nH]1	99	-2	-1.4	-2	19	0	7	-16	-2.9
CCc1nc(SCC(=O)Nc2ccnc3ccccc23)n[nH]1	93	-1	-7.3	0	7	-3	7	2	-5.5
CCN1C(=O)c2ccccc2Sc2ccc(C(=O)O)cc21	105	5	-2.1	3	1	-7	31	6	-3.5
Cc1ccccc1NC(=S)NCC(c1cccnc1)N(C)C (configuration not stated)	125	7	-1.8	7	-2	0	-3	11	-2.3
COc1ccc(C(=O)Nc2ccc3oc(-c4cccnc4)nc3c2)cc1OC	99	-4	-1.6	4	4	10	5	4	-2.0
CCOc1ccc(/C=C2\SC(=S)N(NC(=O)c3ccncc3)C2=O)cc1OC	93	x	-2.9	10	2	-26	24	-9	-0.9
O=C(CSc1nnc(-c2ccccc2)o1)N1CCCC1	105	-3	-2.7	5	5	-14	43	-10	-2.7
O=C(OCC(=O)N1CCCC1)c1cncc(Br)c1	x	5	-4.1	-8	-3	0	-10	-14	-7.6
Cc1cc(C)c(C#N)c(SCS(=O)Cc2ccc(Cl)cc2)n1 (configuration not stated)	109	4	0.1	-9	19	-4	50	-10	-1.5
COc1ccccc1CNC(=O)COC(=O)c1nccnc1N	98	1	0.4	7	9	-12	33	10	-0.2
S=c1[nH]nc(COc2ccccc2)n1/N=C/c1cccc(Br)c1	97	-2	0.3	23	-4	-22	-12	-18	1.3
COc1cccc(OC)c1C(=O)Nc1cccc(C(=O)Nc2cccc(C(=O)O)c2)c1	107	-1	-1.6	-1	9	-12	16	4	-2.3
Cc1ccccc1N1CCN(C(=O)c2ccccc2NC(=O)c2ccccc2C(=O)O)CC1	108	1	-3.5	2	6	-21	-119	-12	-5.2
CCC(C(=O)NCC1CCCO1)N(Cc1ccc(F)cc1)C(=O)CNS(=O)(=O)c1ccccc1 (configuration not stated)	102	-2	-1.6	-4	6	-29	60	11	-1.3
O=S(=O)(CCOc1ccccc1)N1CCOCC1	96	1	-1.3	-2	-7	-3	0	7	-2.9
O=C(NC(=S)Nc1ccc(NC(=O)c2cccs2)cc1)c1cc2ccccc2o1	106	1	-3.3	-6	11	1	-9	-21	-2.0
CN(c1ccc(C(=O)Nc2ccc(Cl)cn2)cc1)S(=O)(=O)c1ccccc1	108	5	-1.0	-13	1	-9	34	3	-1.9
CC(NC(=S)Nc1cccc(C(F)(F)F)c1)C(C)(C)C (configuration not stated)	100	3	-1.8	11	-1	-8	56	-9	-2.1
Cc1nc(N2CCN(c3ncccn3)CC2)c2oc3ccccc3c2n1	x	x	5.2	-8	x	-3	x	x	-3.0
COc1ccc(OC)c(/C=C2\SC(=S)N(NS(=O)(=O)c3ccccc3)C2=O)c1	104	0	-2.2	33	24	-21	x	2	-0.8
COc1ccc(S(=O)(=O)N2CCN(c3ccc4nnc(-c5ccccc5)n4n3)CC2)cc1	103	-3	2.6	-14	15	-12	-9	-12	-3.7
CC(NC(=O)c1ccco1)C(=O)N1CCc2ccccc2C1 (configuration not stated)	98	7	-4.4	11	8	-3	26	-2	-3.0

# Profiles, quoted from the list. Order of values: MEKK3 PB1 HTS	IDE cell activ	VIM-2 inhibitor	NS3 helicase inh	UBC9 SUMO inh	FID counter	PHOSPHO1 block	pCIP destab	IMP-1 inhibitor
# O=C(NC(=S)Nc1ccc(NC(=O)c2cccs2)cc1)c1cc2ccccc2o1 reads 106	1	-3.3	-6	11	1	-9	-21	-2.0
# S=c1[nH]nc(COc2ccccc2)n1/N=C/c1cccc(Br)c1 reads 97	-2	0.3	23	-4	-22	-12	-18	1.3

# (list continues)
molecule	MEKK3 PB1 HTS	IDE cell activ	VIM-2 inhibitor	NS3 helicase inh	UBC9 SUMO inh	FID counter	PHOSPHO1 block	pCIP destab	IMP-1 inhibitor
NC(=S)Nc1cc(Cl)ccc1Cl	104	x	0.6	-14	19	-1	-10	-7	0.8
O=C(/C=C/c1cccc([N+](=O)[O-])c1)NCc1ccc2c(c1)OCO2	98	-3	-0.2	2	2	1	2	-9	0.5
O=C(C1CC1)N1N=C(c2cccc(Br)c2)CC1(O)C(F)(F)F (configuration not stated)	100	2	-2.0	13	-16	-22	1	-6	-4.4
CC(C)Cn1c(O)c2ccc(C(=O)N=NC(=O)c3cccnc3)cc2c1O	101	2	-3.1	-8	-6	-4	-2	2	-2.5
O=C(CSc1ccc2c(c1)OCCO2)NC(=O)NC1CCCC1	93	3	-2.4	10	-6	-21	16	5	-1.7
O=C(NC1CCCCC1)C(c1ccco1)N(C(=O)c1csnn1)c1ccc(Cl)cc1 (configuration not stated)	105	-1	-1.6	-2	5	-34	14	-3	-3.0
CCOc1ccc(-n2c(-c3ccccc3)c[n+]3c2CCCCC3)cc1	96	-3	-2.1	4	-2	4	22	6	-1.3
Cc1cc(C)n2nc(SCC(=O)N(C(C)C)C(C)C)nc2n1	110	-1	-0.4	-14	5	-9	-8	-12	-3.0
Cc1ccc(Cl)cc1NC(=O)c1ccccc1OCC(=O)N1CCOCC1	98	2	2.2	10	12	-22	18	0	1.6
COc1ccccc1N1CCN(CC(=O)Nc2ccc(CN3CCCCC3)cc2)CC1	102	3	-0.4	-15	-22	27	-14	-5	-2.4
COCCNC(=O)c1c(NC(=O)c2nc(SC)ncc2Cl)sc2c1CCCC2	82*[inhibitor]	7	-2.0	2	-6	-3	-3	4	-2.4
CCCc1nc(SCc2ccccc2Cl)n[nH]1	106	3	-2.2	10	-2	-2	16	6	-2.2
Cc1ccc(OCc2nnc(SC(C)C(=O)O)n2-c2ccccc2)cc1 (configuration not stated)	99	1	3.1	2	-18	-39	-6	-7	-2.0
O=C(CN1CCN(S(=O)(=O)c2ccc(F)cc2)CC1)Nc1cc(C(F)(F)F)ccc1Cl	98	3	-2.1	5	3	-4	13	-15	-0.8
CC1CCN(c2nnc(-c3ccccc3)c3ccccc23)CC1	99	-7	-1.7	7	10	-26	-7	-4	-3.0
FC(F)(Cl)c1nnc2ccc(Sc3ccccn3)nn12	97	-1	-2.4	-9	5	-5	7	-5	-0.5
CC(C)c1ccc(/C=N/NC(=O)c2nnn(-c3nonc3N)c2CN2CCOCC2)cc1	100	3	-1.6	-32	-3	-35	18	-8	-2.2
O=C(c1cccnc1)N1CCN(c2ccc3ccccc3n2)CC1	95	4	-0.5	-3	-7	-15	24	-3	-1.3
Cc1ccc(NC(=O)C(C)OC(=O)c2ccc(NS(=O)(=O)c3ccc(F)c(F)c3)cc2)cc1 (configuration not stated)	97	2	-1.1	-12	-1	-14	2	7	-0.4
Cc1cc(=O)n2c3ccccc3n(CC(O)CN3CCN(CCO)CC3)c2c1C#N (configuration not stated)	101	1	22*	7	11	16	23	-6	-3.5
CCOc1ccccc1NC(=O)c1nnn(CC(=O)Nc2ccc3c(c2)OCO3)c1N	90	4	0.0	-18	28	-5	32	-2	-2.5
Cn1cnnc1Sc1cc(N2CCN(S(=O)(=O)c3ccc4ccccc4c3)CC2)ccc1[N+](=O)[O-]	94	-3	-0.9	-33	16	-17	-14	-9	-0.2
O=C(COc1ccccc1Cl)N1CCN(c2ccc(F)cc2)CC1	102	4	-6.4	-5	-7	-22	4	-11	-4.5
CC(=O)COC(=O)C1CC(=O)N(c2ccc(C)c(C)c2)C1 (configuration not stated)	94	4	-3.7	1	-15	4	16	3	-2.9
Cc1occc1-c1nnc(SCC(=O)N2CCOCC2)n1CC(C)C	86	4	-1.1	12	18	-12	-4	-6	0.2
CCC(C)NC(=O)c1ccccc1NC(=O)CN1C(=O)c2ccccc2S1(=O)=O (configuration not stated)	104	8	-2.4	12	-1	-4	18	3	-4.0
O=C(O)c1ccc(Cl)c(S(=O)(=O)Nc2ccc(S(=O)(=O)Nc3cccc(Cl)c3)cc2)c1	101	5	-4.2	-8	4	-11	20	-9	-3.1
Cn1c(=O)[nH]c(=O)c2[nH]c(CN3CCN(Cc4ccccc4)CC3)nc21	102	3	x	x	-12	x	8	8	x
CC1(c2cccc(Br)c2)NC(=O)N(CC(=O)Nc2ccc(S(N)(=O)=O)cc2)C1=O (configuration not stated)	102	4	-0.5	-4	-14	-6	10	-19	-3.5
CC(=O)NC(=S)Nc1ccccc1C(=O)Nc1ccccc1	97	2	-0.2	8	4	-6	-1	4	28*
CCCCCCCCCCOC(=O)Cn1c(COc2ccccc2OC)[n+](C)c2ccccc21	111	16	-1.2	-82	18	46*	9	-11	-2.8
CSCCC(NC(N)=O)C(=O)Nc1cccc(S(=O)(=O)N2CCOCC2)c1 (configuration not stated)	72*[inhibitor]	1	2.2	16	2	-2	13	6	-0.6
COc1ccc(-c2nnc(NC(=O)c3ccc4c(c3)OCCO4)o2)cc1	102	2	-6.0	12	16	-27	34	-7	-6.3
CCOc1cccc(OCCOCCn2cnc3ccccc3c2=O)c1	105	0	-2.5	3	15	-20	9	-8	1.0
O=C(NC1CCCCC1)c1cc(F)cc2c1OCOC2	80	2	-0.2	16	15	-1	51	-1	0.0
CCOc1ccc(/C(O)=C2/C(=O)C(=O)N(c3ccccn3)C2c2ccc(F)cc2)c(C)c1 (configuration not stated)	101	2	-1.2	28	13	-44	x	-2	-3.6
COc1ccc(N2CCN(C(=O)CSc3nnc4c(C)cc5ccccc5n34)CC2)cc1	107	-3	-0.4	-10	-4	1	-7	14	-2.3
COc1ccc(C(=O)N2CCN(Cc3ccc4c(c3)OCO4)CC2)cc1OC	98	1	-1.9	8	10	-9	13	-1	-1.3
O=C(C1CCCN(Cc2ccc([N+](=O)[O-])cc2)C1)N1CCCCC1 (configuration not stated)	110	-5	-0.2	-8	15	0	44	-6	-1.0
CCOc1ccc(N(CC(=O)NCCSCc2ccccc2Cl)S(C)(=O)=O)cc1	104	1	-1.8	-30	17	-41	44	0	-3.4
CC(C)C[C@@H](CSc1ccc(Br)cc1)N1CCN(CCc2ccccc2)CCC1=O	105	-2	x	x	-14	x	13	3	x

# High-throughput results as filed in PubChem.

# A portion of the library; count on the stated rates, not on these rows.
